HCV core dimer: blocks dimerization of HCV core protein; TR-FRET GST/Flag-core106 dimerization, 1536-well; inhibition, % at 5 µM; 300,000 tested, 0.33% active;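 active means inhibition above the mean of all tested compounds plus 3 SD, set per screening campaign, cut at about 45% in these data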
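System: GST/Flag-tagged HCV core106 proteins. Incubation: compound-protein-antibody incubation 4 h at 22.5 °C. Technique: HTRF with 340 nm excitation, 617/671 nm emission. Medium: KF-containing HEPES buffer, pH 7.45, DTT, CHAPS, BSA. Read-out: inhibition (%) from 671 over 617 nm ratio. Also added: Eu(K)-anti-GST 90 ng/mL plus XL665-anti-Flag 1 µg/mL.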
PP5 primary: inhibitors of human protein phosphatase 5 (PP5). P53041. inhibition, % at 6.7 µM. 320,000 tested, 0.18% active. purified PP5c, OMFP substrate fluorescence;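 active means inhibition above the campaign's mean inhibition across all tested compounds plus 3 SD, cut at about 9.5% in these data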;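 further: 0% = DMSO only and 100% = 100 µM cantharidin control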
Target sequence (P53041 whole entry, looked up): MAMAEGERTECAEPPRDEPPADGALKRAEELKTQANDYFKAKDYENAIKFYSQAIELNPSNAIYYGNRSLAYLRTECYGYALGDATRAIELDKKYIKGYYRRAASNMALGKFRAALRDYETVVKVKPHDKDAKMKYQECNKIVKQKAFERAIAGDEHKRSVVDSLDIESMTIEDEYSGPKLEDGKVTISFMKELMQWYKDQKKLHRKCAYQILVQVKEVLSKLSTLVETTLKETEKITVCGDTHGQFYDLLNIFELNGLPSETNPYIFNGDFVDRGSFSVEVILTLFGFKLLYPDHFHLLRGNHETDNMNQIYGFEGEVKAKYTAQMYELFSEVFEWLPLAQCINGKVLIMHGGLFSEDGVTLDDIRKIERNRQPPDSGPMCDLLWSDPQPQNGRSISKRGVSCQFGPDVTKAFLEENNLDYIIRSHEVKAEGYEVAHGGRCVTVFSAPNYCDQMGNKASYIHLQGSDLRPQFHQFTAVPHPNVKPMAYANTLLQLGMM
PREPL inh: human PREPL enzyme inhibition. 320,000 tested, 0.68% active. inhibition, % at 5.96 µM. Q4J6C6. recombinant PREPL, fluorescence polarization activity-based probe; in the data active means inhibition above about 43%;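 further: 0% = enzyme with DMSO and 100% = wells lacking enzyme; many of its hits are not listed in these tables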
ZTA counter: blocks Epstein-Barr virus ZTA, an EBNA-1 counter-screen; P03206; ZTA-DNA binding, fluorescence polarization; inhibition, % at 11 µM; 320,000 tested, 0.15% active; AID 2234; in the data active means inhibition above about 33%
Target sequence (P03206 whole entry, looked up): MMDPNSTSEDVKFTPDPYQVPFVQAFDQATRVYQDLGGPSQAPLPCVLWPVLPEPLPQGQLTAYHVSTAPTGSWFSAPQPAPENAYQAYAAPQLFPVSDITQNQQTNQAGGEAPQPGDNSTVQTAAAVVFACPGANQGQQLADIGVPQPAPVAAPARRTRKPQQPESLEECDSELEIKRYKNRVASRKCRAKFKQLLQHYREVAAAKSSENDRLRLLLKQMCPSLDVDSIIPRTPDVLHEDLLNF
PP1 inh: blocks human PP1-alpha phosphatase, a PP5 counter-screen. P62136. purified PP1alpha, OMFP fluorescence. inhibition, % at 6.7 µM. 320,000 tested, 0.9% active. AID 2235;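 active means inhibition above the mean inhibition of all tested compounds plus 3 SD, computed separately for each screening campaign, cut at about 15% in these data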
Target sequence (P62136 whole entry, looked up): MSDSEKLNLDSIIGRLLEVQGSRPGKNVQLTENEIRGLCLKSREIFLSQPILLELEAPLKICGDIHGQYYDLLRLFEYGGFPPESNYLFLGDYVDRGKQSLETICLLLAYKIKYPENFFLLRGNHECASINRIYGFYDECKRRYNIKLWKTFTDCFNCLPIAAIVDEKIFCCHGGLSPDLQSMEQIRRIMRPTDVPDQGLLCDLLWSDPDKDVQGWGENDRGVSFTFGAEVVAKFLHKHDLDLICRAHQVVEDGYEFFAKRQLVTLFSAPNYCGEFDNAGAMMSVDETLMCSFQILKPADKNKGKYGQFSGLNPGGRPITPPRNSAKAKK
Efflux pump mplx: blocks antifungal efflux pumps in multiplex yeast assay; S. cerevisiae Candida pump triplex, Nile Red efflux; inhibition, % at 10 µM; 330,000 tested, 0.44% active; AID 485275;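 active means plate passing quality check with inhibition over a set limit, or well fluorescence over plate mean plus 4 SD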;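 further: Nile Red retained in pooled yeast measured as flow cytometry median fluorescence; 0% = buffer negative control and 100% = Enniatin B positive control; higher means more Nile Red kept so more efflux inhibition; some compounds called inactive have numbers as strong as hits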
TPT1 inhibitor: blocks Candida albicans tRNA 2'-phosphotransferase | recombinant caTPT1, FP RNA substrate dephosphorylation | inhibition, % at 5 µM | 300,000 tested, 0.81% active;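 active means inhibition above the mean of all tested compounds plus 3 SD, set per screening campaign, cut at about 24% in these data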;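 further: plate controls were DMSO alone for no effect and ferristatin control at 100 nM for full effect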
EBNA-1 inhibitor: blocks EBNA-1 binding to DNA | 300,000 tested, 0.34% active | AID 1950 | EBNA-1 DNA binding, fluorescence polarization | inhibition, % at 14.8 µM; in the data active means inhibition above about 28%
CTSL1 counter: cathepsin L1 inhibition, PFM18AAP counter-screen; inhibition, % at 5.96 µM; 300,000 tested, 0.49% active; recombinant F. hepatica cathepsin L1, Z-Leu-Arg-MCA fluorescence;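 active means inhibition above the mean of all tested compounds plus 3 SD, set per screening campaign, cut at about 17% in these data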;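 further: 0% = plate median of test compound wells and 100% = 1 µM Z-Phe-Ala-diazomethylketone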
An asterisk follows results filed as active; nt = no result given. A portion of the library (hit frequency here may not be typical).

SMILES	HCV core dimer	PP5 primary	PREPL inh	ZTA counter	PP1 inh	Efflux pump mplx	TPT1 inhibitor	EBNA-1 inhibitor	CTSL1 counter
CCCCN(C)Cc1c(C)[nH]c2c(Cl)cccc2c1=O	2.6	-0.7	1.4	12.8	-2.5	0.0	4.1	7.9	-0.3
Nc1c(C(=O)Nc2cccc(C(=O)O)c2)sc2nc3c(cc12)CCCC3	4.7	3.2	3.4	1.4	-0.8	0.0	-2.8	1.0	1.4
Cc1ccc(/C=N/N2CCN(c3ccccn3)CC2)cc1	-3.6	-1.6	6.8	3.2	-3.0	0.2	-2.0	-17.6	3.5
OCCN1CCN(CCCN2c3ccccc3Sc3ccc(C(F)(F)F)cc32)CC1	-20.5	4.7	21.2	1.2	5.0	0.0	-1.4	5.7	-0.1
Cn1nc(Oc2nc(N3CCOCC3)nc(N3CCOCC3)n2)ccc1=O	2.1	1.1	8.7	11.9	1.7	-0.2	0.2	3.0	-1.0
CC(Oc1ccc(Br)cc1)C(=O)Nc1nnc(C2CC2)s1 (stereo not drawn)	3.6	-0.2	-9.0	0.2	-1.4	-0.1	-0.1	-5.0	7.7
S=C(NCC1CCCO1)N1CCN(c2nc(-c3ccc(Cl)cc3)cs2)CC1 (stereo not drawn)	1.3	0.6	15.2	9.6	-5.3	0.3	4.2	-1.5	0.1
CCOC(=O)C1C(c2cccs2)NC(=O)NC1(O)C(F)(F)F (stereo not drawn)	0.9	1.5	10.6	6.8	3.6	0.2	0.8	-5.2	-3.9
Cn1c(/C(C#N)=C(\O)c2ccccc2Cl)nc2ccccc21	2.5	2.2	-6.9	-24.9	-0.5	0.1	-3.0	-9.7	-2.2
COc1ccccc1NC(=O)CSc1nnc(-c2ccncc2)n1CC1CCCO1 (stereo not drawn)	-5.8	-0.9	3.7	-2.3	-1.5	0.1	-1.8	1.2	2.3
COc1ccccc1C1=NOC(CN2C(=O)c3ccccc3S2(=O)=O)C1 (stereo not drawn)	-4.7	2.6	-21.6	-11.0	-1.9	0.4	1.4	-5.3	-2.2
COc1ccc(-c2cc(C(=O)Nc3ccc(O)cc3)c3ccccc3n2)cc1OC	-0.8	0.9	-3.6	8.1	1.5	-0.1	-3.3	3.2	3.7
CCOC(=O)c1ccc(/C=C2/C=C(c3ccccc3)N(c3ccc(Cl)c(C(=O)O)c3)C2=O)cc1	30.2	4.6	9.2	-4.6	20.2*	-0.2	61.9*	-2.5	-0.8
COc1ccc(/C=C2\NC(=S)N(CC3CCCO3)C2=O)c(OC)c1 (stereo not drawn)	-15.7	0.5	17.9	0.8	4.6	-0.2	3.4	4.9	4.3
COc1ccc(CNC(=O)CCCn2c(=S)[nH]c3cc4c(cc3c2=O)OCO4)cc1	6.5	-2.2	2.9	16.4	-0.1	-0.1	-0.5	7.7	-4.2
COC(=O)C1=C(C)N(C)C(C)=C(C(=O)OC)C1c1ccc(Cl)cc1	0.8	1.0	-1.9	8.3	-0.1	0.2	1.9	13.9	2.5
Cc1nn2c(-c3ccco3)nnc2c2ccccc12	3.8	2.0	13.1	7.8	-4.0	-0.1	4.3	-4.9	-0.7
Cn1c(C(=O)N2CCN(c3cccc(C(F)(F)F)c3)CC2)cc2sccc21	4.0	6.1	21.4	-1.6	2.3	0.4	-1.3	-4.2	4.3
COc1cccc(NC2CC(=O)N(CCc3ccccc3)C2=O)c1 (stereo not drawn)	9.4	-1.4	-16.7	0.6	0.3	0.6	-4.0	4.1	-3.5
Cc1cc(C)c(S(=O)(=O)NCCCn2ccnc2)cc1C	5.6	1.1	0.7	17.9	-2.2	0.2	-1.7	-7.5	1.3
NC(=O)c1ccc(Cl)c2ccccc12	-13.8	3.9	-3.3	-1.4	-2.3	-1.3	-5.5	1.2	1.6
Cc1ccc(NC(=O)NCCN2CCN(C(=O)Nc3ccc(C)cc3)CC2)cc1	7.8	0.1	-5.7	0.1	-1.2	0.2	-0.8	4.8	-2.5
Cc1ccc(-n2ncc(C(=O)NCC3CCN(C4CCCC4)C3)c2C2CCN(C(=O)OC(C)(C)C)CC2)cc1C (stereo not drawn)	-0.2	2.6	-36.3	12.1	-0.2	0.0	0.0	-2.2	-5.4
O=C(Nc1ccc2nsnc2c1)N1CCCCCC1	-5.0	0.2	12.9	-18.5	1.0	-0.1	-1.1	1.0	1.9
COCCN(C(=O)CNC(=O)c1ccco1)C(C(=O)NC1CCCC1)c1ccc(OC)c(OC)c1 (stereo not drawn)	-8.9	-1.1	2.8	4.8	-2.9	-0.5	-2.4	1.0	5.9
COc1ccc(OC)c(Nc2nc(C)nc3c2oc2ccccc23)c1	-4.4	0.7	6.7	-3.0	4.7	0.0	-1.1	-2.7	1.3
COc1ccc2ccccc2c1CNC(C)CCc1ccccc1 (stereo not drawn)	-0.1	0.2	-31.6	-12.1	0.7	0.1	-1.4	8.7	0.5
CCCCn1c(NC(=O)c2ccc(Br)o2)c(S(=O)(=O)c2ccccc2)c2nc3ccccc3nc21	16.6	0.7	3.1	10.6	-0.2	-0.1	4.2	20.6	6.0
O=C(CSc1ccc(-c2ccc(Cl)cc2)nn1)Nc1ccc2c(c1)OCCO2	8.3	2.3	11.1	3.1	-0.1	0.4	3.3	2.0	0.9
FC(F)(F)c1cc(Oc2ccccc2Cl)nc(-c2ccccn2)n1	1.2	3.8	0.6	0.2	2.4	0.1	0.5	3.9	0.8
O=C(O)c1cncc(C#CCC2CCCCC2)c1	-4.7	-0.1	3.6	2.9	-4.7	0.0	-0.6	-8.2	6.3
NC(=O)Nc1ccc(C(=O)OCC(=O)N2CCc3ccccc3C2)cc1	nt	3.3	-9.7	-1.8	0.8	0.1	nt	nt	nt
CCOc1ccc(C2CC(=O)NC3=C2C(=O)CCC3)cc1 (stereo not drawn)	3.9	2.3	-11.5	-0.1	-5.4	0.1	0.8	-1.5	-1.4
Cc1csc(=O)n1CC(=O)Nc1ccc(Cl)cc1F	nt	2.2	3.3	3.0	-2.0	0.0	nt	nt	nt
CCOC(=O)CSc1n[nH]c(NC(C)=O)n1	3.0	0.0	0.7	8.2	-3.4	-0.1	-1.1	0.5	-2.2
COc1ccc(-n2c(=S)[nH]c3cc(C(=O)O)ccc3c2=O)cc1	-3.6	-0.4	4.4	0.5	-2.5	-0.1	-3.4	2.8	0.8
O=C(Nc1ccc(N2CCOCC2)cc1N1CCOCC1)c1ccco1	1.6	3.0	5.4	7.5	-1.1	-0.2	0.2	0.2	-1.9
Cc1onc(-c2ccccc2Cl)c1C(=O)N1CCc2ccccc21	-1.1	0.2	-2.2	2.4	-4.4	-0.1	-0.9	1.7	-0.4
CCc1nnc(NC(=O)CSc2nnc(-c3ccccc3O)n2-c2ccc(C)cc2C)s1	11.8	5.2	-17.4	14.8	6.5	0.0	0.4	-2.7	1.8
C/C(=N/NC(=O)CNC(=O)COc1cccc(C)c1)c1ccc(Cl)cc1	3.0	4.2	-5.6	-17.7	2.5	0.1	-1.4	-15.8	-6.6
COc1ccc(CCNC(=O)CN2CCN(Cc3ccc(F)cc3)C2=O)cc1OC	3.0	-1.3	7.4	19.5	-2.0	-0.1	-0.4	5.4	0.9
c1ccc(COc2ccccc2CNC2CCCC2)cc1	-1.7	-1.1	-2.1	-2.9	2.7	0.0	0.6	-5.7	-5.2
CCOC(=O)C1(CC2CCCCO2)CCN(Cc2cn[nH]c2-c2cccc(F)c2)CC1 (stereo not drawn)	2.2	0.3	2.2	13.8	-1.1	-0.1	0.1	11.4	5.0
O=C(CSc1nnc(N2CCOCC2)n1-c1cccc(F)c1)N1CCN(c2ccccn2)CC1	nt	0.6	3.8	-3.3	-5.2	-0.2	nt	nt	nt
Cc1cc(C(=O)CSc2n[nH]c(N)n2)c(C)n1-c1ccccc1	2.3	0.5	15.6	-15.8	-1.2	-0.3	2.3	-11.0	2.1
Nc1nc(Cn2nnc(-c3ccccc3F)n2)nc(N2CCOCC2)n1	0.3	4.4	9.0	-2.1	-1.7	0.2	0.2	-0.2	-0.6
Cc1cccc(N(CC(=O)NC2CCCC2)C(=O)CNC(=O)c2ccco2)c1C	-5.1	1.9	5.5	-4.3	1.8	0.4	-3.6	-7.0	-0.7
Cc1ccc(C)c(N(CC(=O)N2CCCC2)S(C)(=O)=O)c1	-5.4	2.4	10.6	1.3	-3.0	0.1	3.6	6.0	0.2
C/C(CC(=O)NC1CCCCCC1)=N\NC(=O)c1cnccn1	-6.9	1.5	17.1	-22.9	1.2	0.0	-2.3	6.8	3.4
CCOC(=O)C1(Cc2cccc(Cl)c2)CCCN(C(=O)C(C)(C)C)C1 (stereo not drawn)	-1.7	2.6	6.1	0.0	4.3	0.2	1.4	-9.3	-3.1
c1ccc(-c2ccccc2OCCOCCN2CCCCC2)cc1	-3.2	1.7	9.8	4.0	-2.5	0.2	0.1	5.5	3.7
CC(=O)Nc1ccc(SCC(=O)Nc2ccc(Cl)cn2)cc1	0.1	-0.2	-13.2	-10.2	-3.1	-0.1	-2.5	-15.5	-6.2
Cc1ccc2[nH]c3c(Cl)ncnc3c2c1	3.6	0.5	-5.5	4.5	-3.4	-0.3	2.5	3.8	0.4
COC1CCN(C(=O)c2ccc3oc(C(C)C)nc3c2)CC1	0.1	2.0	4.7	0.7	0.1	0.0	-0.9	-8.8	0.1
COc1ccccc1NC(=O)C/C(C)=N/NC(=O)C12CC3CC(CC(C3)C1)C2	1.1	1.3	0.8	7.6	1.1	0.0	-4.2	-8.6	-0.4
O=C(Nc1ccc(F)cc1F)c1ccc(COc2c(F)c(F)cc(F)c2F)o1	0.4	1.5	-12.7	18.4	-2.0	-0.1	-2.2	22.0	-1.8
COc1cc(OC)cc(C(=O)NCCn2ccc3ccccc32)c1	-9.4	1.0	11.5	-4.6	1.3	0.0	-6.4	6.1	0.4
CCOc1ccccc1NC(=O)c1nnn(CC(=O)Nc2cc(C)cc(C)c2)c1N	17.0	-2.0	3.9	11.8	6.4	-0.4	-1.3	2.9	0.4
O=C(NC(=S)NCCN1CCOCC1)c1ccc(Cl)cc1	4.4	-3.3	0.5	7.6	-3.6	0.1	-0.8	19.2	-1.6
COc1ccc(CNC(=O)/C=C/c2ccc(OCCCF)cc2)cc1	8.4	3.6	8.2	12.6	2.6	0.0	2.4	11.1	6.3

As entered above:
Result of CC(=O)Nc1ccc(SCC(=O)Nc2ccc(Cl)cn2)cc1 under PP5 primary: -0.2
Result of CCOC(=O)C1(Cc2cccc(Cl)c2)CCCN(C(=O)C(C)(C)C)C1 (stereo not drawn) under PREPL inh: 6.1
Result of c1ccc(-c2ccccc2OCCOCCN2CCCCC2)cc1 under HCV core dimer: -3.2

3 of the compounds above, with bars between the fields.
mol | HCV core dimer | PP5 primary | PREPL inh | ZTA counter | PP1 inh | Efflux pump mplx | TPT1 inhibitor | EBNA-1 inhibitor | CTSL1 counter
Cc1cc(C(=O)CSc2n[nH]c(N)n2)c(C)n1-c1ccccc1 | 2.3 | 0.5 | 15.6 | -15.8 | -1.2 | -0.3 | 2.3 | -11.0 | 2.1
Nc1nc(Cn2nnc(-c3ccccc3F)n2)nc(N2CCOCC2)n1 | 0.3 | 4.4 | 9.0 | -2.1 | -1.7 | 0.2 | 0.2 | -0.2 | -0.6
Cc1cccc(N(CC(=O)NC2CCCC2)C(=O)CNC(=O)c2ccco2)c1C | -5.1 | 1.9 | 5.5 | -4.3 | 1.8 | 0.4 | -3.6 | -7.0 | -0.7

Fetched by structure from the entries so far, 2 records:
SMILES	HCV core dimer	PP5 primary	PREPL inh	ZTA counter	PP1 inh	Efflux pump mplx	TPT1 inhibitor	EBNA-1 inhibitor	CTSL1 counter
O=C(Nc1ccc(F)cc1F)c1ccc(COc2c(F)c(F)cc(F)c2F)o1	0.4	1.5	-12.7	18.4	-2.0	-0.1	-2.2	22.0	-1.8
COc1ccccc1NC(=O)C/C(C)=N/NC(=O)C12CC3CC(CC(C3)C1)C2	1.1	1.3	0.8	7.6	1.1	0.0	-4.2	-8.6	-0.4
